Source: PubChem BioAssay (The Scripps Research Institute Molecular Screening Center)
TDP2 absorb = TDP2 (human) inhibition, absorbance primary screen; inhibition, % at 12.8 µM; recombinant TDP2, T5PNP hydrolysis, p-nitrophenol absorbance 415 nm; AID 720702; hit rate 0.34% among 370,000;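 active = inhibition above the mean of all tested compounds plus 3 SD, set per campaign, cut at about 25% in these data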;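 also: 0% = DMSO with enzyme and 100% = buffer with substrate but no TDP2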
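Assay system: recombinant human TDP2 / Reagent: T5PNP substrate at 5 mM, a TopII-DNA adduct mimic / Measured by: epi absorbance from released p-nitrophenol / Evaluation: % inhibition relative to enzyme-containing and enzyme-free wells / Control set: enzyme-free and DMSO wells / Replicates: each compound tested once, singlicate / Schedule: enzyme reaction with compound for 2 h at 37 °C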
ARFGAP1 inh = inhibitors of rat ARFGAP1; inhibition, % at 16.5 µM; Arfgap1-stimulated ARF1 GTP hydrolysis, GDP FP detection; hit rate 0.26% among 360,000; Q62848;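 active = inhibition above a per-plate limit, mean inhibition of low control wells plus 3 SD, cut at about 25% in these data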;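 also: 0% = DMSO wells with enzyme and 100% = wells lacking Arfgap1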
Target sequence (Q62848 1-136 limits assumed): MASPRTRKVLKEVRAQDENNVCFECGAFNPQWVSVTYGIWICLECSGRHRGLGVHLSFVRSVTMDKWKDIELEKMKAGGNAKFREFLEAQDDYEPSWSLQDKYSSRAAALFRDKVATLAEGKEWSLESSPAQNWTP
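Material – truncated rat Arfgap1 GAP domain · Buffer or medium – HEPES-based buffer, pH 7.5 · Reagent – human ARF1(Δ1-17)-GTP substrate · Dosing – 16.5 µM single point, 1.26% DMSO · Schedule – GTP hydrolysis reaction 2 h at 25 °C · Technique – GDP detection by fluorescence polarization · Benchmarks – No-Arfgap1 wells (100%) versus DMSO full-reaction wells (0%) · Repeats – single replicate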
ADAM17 inh = inhibitors of human ADAM17; AID 720648; hit rate 0.83% among 370,000; recombinant ADAM17, EDANS/DABCYL FRET peptide cleavage; inhibition, % at 6.95 µM;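 active = inhibition above the mean of compounds lying between control limits plus 3 SD, set per campaign, cut at about 8.5% in these data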;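 also: 0% = DMSO-only wells as the low control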
PLC-gamma1 inh = PLC-gamma1 (human) inhibition, primary screen | inhibition, % at 12.2 µM | P19174 | purified PLC-gamma1, fluorogenic substrate, fluorescence | hit rate 0.84% among 370,000 | AID 720700; in the data active = inhibition above about 9.5%
Tn7 DDE FP = DD(E)-Tn7 binding inhibition, primary FP screen. inhibition, % at 8.3 µM. FP displacement of FITC-Tn7 peptide from fibrin DD(E); 0% = median of compound wells per plate. P02675. hit rate 0.13% among 370,000;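 active = inhibition above the mean of compounds falling within the control limits plus 3 SD of them, cut at about 14% in these data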;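 also: 0% = plate median of compound wells and 100% = 10 µM Aha-Tn7 peptide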
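system = human fibrin DD(E) protein | quantity = DD(E) 2 µM final | medium = Tris/NaCl/CaCl2 buffer, pH 7.8 | also added = labelled Tn7 tracer, 0.1 µM | compound dosing = single point at 8.3 µM | timing = compound with protein 10 min, then 3 h after probe, room temperature | signal = FP measurement | benchmarks = Aha-Tn7 high control | repeats = one replicate per compound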
ADAM10 inh = ADAM10 inhibition, QFRET primary screen | O14672 | recombinant ADAM10, EDANS/DABCYL FRET peptide cleavage, 3 h | inhibition, % at 7 µM | hit rate 0.62% among 370,000 | AID 720582;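 active = inhibition above a per-campaign cutoff equal to the mean of compounds falling between control-based bounds plus 3 SD, cut at about 20% in these data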;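 also: 0% = DMSO wells while the 100% control is not disclosed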
DDE Tn6 FP inh = DD(E)-Tn6 binding inhibition, primary FP screen; Fibrin DD(E) TRITC-Tn6 fluorescence polarization displacement; inhibition, % at 8.3 µM; hit rate 0.21% among 370,000;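 active = inhibition above a per-campaign cutoff: mean of compounds within control limits plus 3 SD, cut at about 15% in these data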;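 also: 0% = median of all compound wells on the plate and 100% = blocking peptide control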
PLCb3 inh = PLC-beta3 (human) inhibition, primary screen; Purified PLC-beta3, fluorogenic substrate, fluorescence; Q01970; AID 720704; hit rate 0.18% among 370,000; inhibition, % at 12.2 µM; in the data active = inhibition above about 11%;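 also: 0% = median of compound wells on plate and 100% = full blocker control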
SIAE inh = inhibitors of human sialic acid acetylesterase SIAE; SIAE FP-Rh probe binding, fluorescence polarization; inhibition, % at 9.66 µM; hit rate 0.69% among 370,000;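 active = inhibition above a cutoff: mean of compounds within the control limits plus 3 SD of those, cut at about 17% in these data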;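 also: 0% = plate median of compound wells and 100% = probe without SIAE protein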
Target sequence (Q9HAT2 whole entry, looked up): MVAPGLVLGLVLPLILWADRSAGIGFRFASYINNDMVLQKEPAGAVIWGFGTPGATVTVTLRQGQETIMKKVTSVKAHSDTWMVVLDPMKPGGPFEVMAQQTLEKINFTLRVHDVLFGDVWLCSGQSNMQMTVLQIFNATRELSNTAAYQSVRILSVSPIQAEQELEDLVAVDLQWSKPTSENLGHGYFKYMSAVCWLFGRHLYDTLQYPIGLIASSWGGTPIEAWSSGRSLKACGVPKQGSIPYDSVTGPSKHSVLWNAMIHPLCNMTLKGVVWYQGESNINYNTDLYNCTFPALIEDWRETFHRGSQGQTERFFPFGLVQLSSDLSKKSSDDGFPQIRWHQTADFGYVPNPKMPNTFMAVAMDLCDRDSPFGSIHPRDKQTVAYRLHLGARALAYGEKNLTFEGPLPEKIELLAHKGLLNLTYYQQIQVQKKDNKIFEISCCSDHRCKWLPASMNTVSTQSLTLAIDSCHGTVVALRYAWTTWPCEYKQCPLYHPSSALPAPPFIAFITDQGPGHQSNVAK
ASAP1 inh = inhibitors of human ASAP1 ArfGAP activity | AID 624377 | ASAP1-stimulated ARF1 GTP hydrolysis, GDP FP detection | Q9ULH1 | inhibition, % at 16.5 µM | hit rate 0.19% among 360,000; in the data active = inhibition above about 25%;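 also: 0% = vehicle with enzyme and substrate and 100% = no enzyme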
Target sequence (Q9ULH1 325-724 limits assumed): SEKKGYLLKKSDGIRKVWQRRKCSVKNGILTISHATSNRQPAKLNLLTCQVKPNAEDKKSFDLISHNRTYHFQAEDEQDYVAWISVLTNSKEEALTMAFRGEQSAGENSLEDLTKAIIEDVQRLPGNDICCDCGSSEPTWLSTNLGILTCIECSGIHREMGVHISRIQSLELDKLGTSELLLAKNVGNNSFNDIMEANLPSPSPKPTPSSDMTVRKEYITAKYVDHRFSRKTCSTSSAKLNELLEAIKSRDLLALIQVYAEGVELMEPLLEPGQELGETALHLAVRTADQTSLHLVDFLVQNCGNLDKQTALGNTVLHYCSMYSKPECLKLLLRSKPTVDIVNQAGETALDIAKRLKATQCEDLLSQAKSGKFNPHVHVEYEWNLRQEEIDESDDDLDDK
Numbers without * were called inactive.

SMILES	TDP2 absorb	ARFGAP1 inh	ADAM17 inh	PLC-gamma1 inh	Tn7 DDE FP	ADAM10 inh	DDE Tn6 FP inh	PLCb3 inh	SIAE inh	ASAP1 inh
O=C(O)c1cccc(C(=O)c2cccc3ccccc23)c1	-7.5	5.0	4.8	5.0	-8.5	-4.5	3.4	-8.2	1.5	-9.5
COc1ccc(CCC(=O)Nc2ccc(S(=O)(=O)NC3=NCCCCC3)cc2)cc1	1.1	4.3	-0.9	1.0	6.7	-13.2	2.7	1.7	-6.0	0.7
C/C(=N\Nc1ccc(C(F)(F)F)cn1)c1ccc(S(=O)(=O)NCc2ccco2)cc1	3.5	10.6	3.2	0.1	-7.0	8.8	-1.6	4.8	-2.9	17.9
Cc1nc(NC(=O)C2CCCCC2C(=O)O)sc1C (stereo not given)	-5.4	3.0	-0.4	3.2	-4.1	9.2	1.4	-2.1	1.4	2.7
COc1cccc(NC(=O)C2CC(=O)N(C)C(=Nc3cccc(F)c3)S2)c1 (stereo not given)	-3.3	4.8	2.1	1.3	1.2	11.9	-7.6	4.3	-5.7	-10.7
CC(C)Cn1cnc2c1c(=O)n(CC(=O)N(C)C)c(=O)n2Cc1ccccc1	-9.1	5.6	1.6	7.9	0.9	3.1	-4.5	-4.2	-4.5	-6.6
COCCC1CCCCN1C(=O)c1cccc(OC2CCN(C3CCCC3)CC2)c1 (stereo not given)	-1.3	8.5	-4.2	-0.5	0.6	3.2	4.6	-4.2	0.1	-15.5
CCCNC(=O)CSc1nccn1Cc1ccc(OC)cc1	12.5	-2.8	-7.8	-0.5	10.3	2.4	-0.3	-6.2	-1.4	0.1
COc1cc(C(=O)Nc2ccc(S(=O)(=O)N3CCCCC3C)cc2)cc(OC)c1OC (stereo not given)	-0.2	-4.5	-2.1	-3.2	0.1	5.6	-15.2	-2.3	-23.0	2.4
COc1cccc(CNC(=O)[C@@H]2CCCN2C(=O)[C@@H]2CCCN2C(=O)c2cccc3ccccc23)c1	5.6	-2.0	-1.9	0.4	-6.9	-8.1	0.3	-0.4	2.9	-20.3
COc1ccc(Cl)cc1NC(=S)NNC(=O)CC(C)C	2.8	4.8	-3.6	2.1	2.9	-1.4	-8.1	-0.1	6.1	3.1
COC(=O)C1=CN(c2ccc(OC)cc2)C(N)=C(C#N)C1c1ccccc1F (stereo not given)	11.0	0.2	-4.1	-27.3	-1.3	-5.4	-4.1	-39.6	15.2	15.4
Cc1c(Br)c([N+](=O)[O-])nn1CCCC(=O)Nc1c(C)n(C)n(-c2ccccc2)c1=O	-0.6	7.3	-0.8	0.1	-2.2	0.3	-1.8	-1.6	8.6	0.2
CN(Cc1cn(C)nc1-c1ccccc1F)CC1CCCCO1 (stereo not given)	5.3	8.3	-3.8	2.0	2.6	-1.6	1.8	-4.5	-0.8	-4.9
O=C(O)CN1C(=O)C2C3CC(C2C1=O)C1C(c2ccc(Cl)cc2)c2sc(=O)[nH]c2SC31 (stereo not given)	5.3	2.8	-9.9	-27.2	1.7	-18.9	-5.9	-41.9	9.1	-3.9
CC1CCN(c2cc(N)c(Cl)cc2[N+](=O)[O-])CC1	-15.7	0.0	4.8	5.5	-4.5	7.6	-0.8	-70.2	1.6	-3.8
COC(=O)[C@@H]1C[C@@]2(Br)c3ccccc3N(S(=O)(=O)c3ccccc3)[C@H]2N1C(=O)OC	0.5	5.9	3.3	4.8	-3.2	4.7	3.3	1.2	4.9	6.3
O=C(c1cc2sccc2n1Cc1ccc(F)cc1)N1CCCc2ccccc21	7.6	-12.0	-1.2	7.3	2.4	0.3	0.4	-2.7	1.6	5.3
Cc1ccc(N2C(=O)c3ccccc3NC2c2ccccc2O)cc1 (stereo not given)	2.1	-2.1	-51.6	-92.4	1.4	-140.6	-2.4	-128.4	-6.5	9.4
COc1ccc(S(=O)(=O)N2CCOCC2)cc1NC(=O)c1sccc1C	-12.6	4.2	-1.7	2.0	2.0	-21.3	-3.7	-6.7	-2.2	21.4
O=C1C=C(c2cc3ccccc3s2)C[C@@H](c2ccc(Cl)cc2)C1	9.3	1.0	-6.2	0.7	0.4	-6.2	-3.2	-1.1	-3.2	-12.6
Cc1ccc(S(=O)(=O)NC(=O)NCc2ccccn2)cc1	3.6	-0.4	0.3	8.1	-1.9	-1.0	4.7	2.3	1.1	0.0
Cc1ccc(CSc2nnc(-c3ccccn3)n2C)cc1	8.4	-10.5	0.2	1.4	-2.9	-2.5	0.4	4.2	-1.4	-7.8
CC(C)CNS(=O)(=O)c1cc2c3c(c1)CCC(=O)N3CCC2	9.5	-2.7	-3.7	-0.4	-9.8	-5.1	3.0	-5.7	5.9	-11.6
Cc1ccc2c(c1)c1c(n2CC(O)CNC2CCCCC2)CCCC1 (stereo not given)	0.6	4.3	-17.6	-66.3	3.9	-75.9	2.8	-83.4	-7.0	0.7
CC(=O)COc1c(-c2ccco2)oc2ccccc2c1=O	-25.3	2.4	-141.0	-99.2	4.6	-352.0	9.0	-131.8	-9.3	16.0
COc1ccccc1CNC(=O)CN1C(=O)NC2(CCCC2)C1=O	-3.2	-18.4	-3.3	-0.3	-3.0	-17.0	-1.4	-6.7	0.9	1.2
COC(=O)C1=C(C)N(Cc2cccc(C(F)(F)F)c2)C(=NCc2cc(OC)c(OC)c(OC)c2)NC1c1ccc(Cl)cc1 (stereo not given)	-2.7	-5.2	0.1	-1.1	-1.5	-1.7	-2.1	-2.3	10.2	-5.9
O=C(C(=O)N1CCc2ccccc2C1)c1cn(CC(=O)N2CCCCC2)c2ccccc12	-0.2	5.1	0.3	-10.3	10.8	0.6	-2.2	-4.1	4.4	-7.5
CC1CCCN(c2ccc(C(=O)Nc3ccc4c(c3)OCO4)cc2[N+](=O)[O-])C1 (stereo not given)	-2.6	5.9	6.2	5.8	3.1	18.6	-5.2	6.2	7.3	3.5
CSc1ccc(CN2C(=O)C(C)Oc3c(C(C)=O)cccc32)cc1 (stereo not given)	-2.5	-15.8	-2.5	-2.2	3.5	-8.3	1.7	-6.1	-0.9	-5.9
O=C1NC[C@H](CCCCN2CCN(CC3CCCCC3)C(=O)C2=O)N(CCc2ccccc2)C1=O	3.6	-1.4	-2.1	-1.5	-2.8	-4.5	-0.9	4.7	6.7	-1.9
Cc1nn(C)c(C)c1/C=C/C(=O)c1cccs1	7.6	10.2	-40.8	-32.2	12.4	-141.5	1.0	-34.2	2.2	3.3
COc1cc2c(cc1OC)[C@H](C)N(C(=S)Nc1ccc(F)cc1)CC2	2.1	-10.1	-15.4	-15.3	-0.2	-25.7	3.4	-21.2	1.2	1.4
C=CC[C@H](CC(=O)N(CCO)Cc1ccccc1)C(=O)NC[C@@H](OC(=O)[C@@H](CC=C)Cc1ccc(F)cc1)c1ccccc1	-0.8	0.7	3.0	1.4	-4.8	10.7	-4.3	-0.1	4.5	-10.7
Cc1cc(-c2nn(-c3ccccc3F)cc2CN2CCN(c3ccccn3)CC2)c(C)s1	-5.2	6.8	2.2	-2.1	-6.0	9.0	-1.5	-6.4	-1.6	-3.5
CCc1nc2ccc(C)cc2c(C(=O)Oc2cccc3cccnc23)c1C	2.3	1.1	3.9	5.0	1.7	1.1	2.7	0.1	-1.1	1.2
CSc1ncccc1C(=O)OCC(=O)Nc1ccc(N2CCOCC2)cc1	-5.4	5.5	-1.0	-1.8	2.2	-4.4	3.2	-1.7	2.6	19.4
Cc1nc(-c2ccccn2)sc1C(=O)Nc1ccc(Cl)c(Cl)c1	3.5	11.7	4.0	-3.3	1.8	6.1	-4.3	-8.6	-13.2	3.1
O=C(COc1ccc(S(=O)(=O)N2CCOCC2)cc1Cl)NCC1CCCO1 (stereo not given)	2.8	-6.6	-1.4	0.8	6.0	4.3	-1.4	-2.1	-2.9	1.9
Cc1[nH]c2ccc(C(=O)OCCN(C)C)cc2c1C	8.1	5.9	-3.2	-2.7	5.6	1.9	0.4	-2.0	-1.7	-1.4
CC1(c2nnc(-c3cccc(Cl)c3)o2)CC(c2c(Cl)cccc2Cl)=NO1 (stereo not given)	-3.3	9.8	2.3	-0.2	-4.4	8.6	-1.6	-3.0	-9.5	3.3
Cc1nn(-c2ccccc2)c(Cl)c1C(=O)Nc1nnc(C2CCCCC2)s1	3.4	2.0	-5.6	-1.3	2.6	4.2	1.6	1.5	-5.4	16.8
OC(c1ccccc1)(c1ccccc1)C1CCN(C(=S)NC2CCCC2)CC1	-3.5	2.4	2.7	-0.6	0.0	11.0	-0.8	1.6	-5.8	3.4
CCc1ccccc1NC(=O)/C(C#N)=C\c1ccc(Sc2ccccc2)o1	14.3	-0.6	1.1	-6.3	-2.1	0.8	-5.4	-2.9	-13.2	-17.6
COc1cccc(CNS(=O)(=O)c2cc(Br)cc3c2N(C(C)=O)C(C)C3)c1 (stereo not given)	9.3	8.7	-5.7	-2.2	2.4	0.9	9.2	1.0	-6.7	9.1
CCOC(=O)c1cc(/C(C)=N/OC(=O)c2ccc(C(C)(C)C)cc2)on1	-19.6	4.5	4.0	8.4	-14.2	1.6	-6.5	7.6	-11.6	11.4
NS(=O)(=O)c1ccc(NC(=S)NC(=O)/C=C/c2cccs2)cc1	13.9	0.8	-2.0	-1.7	-2.1	-3.4	3.5	-1.3	-56.4	15.1
Cc1cccc(/C=N/NC(=O)NC2CCCCC2)c1	-7.6	-6.7	4.6	6.8	-1.2	7.6	5.7	6.3	6.1	0.9
CCOc1ccc(NC(=O)N[C@@H](CCSC)C(=O)OC)cc1	1.9	3.3	1.3	3.0	3.5	-2.1	4.2	1.6	-3.1	4.4
CCCOC(=O)Nc1cc(OC)c(Cl)cc1OC	3.0	14.2	-2.7	2.2	10.2	8.0	-6.3	-1.8	-2.5	-5.2
CCC(C)NCC(=O)Nc1cc(S(=O)(=O)N(CC)c2ccccc2)ccc1Cl (stereo not given)	7.4	-3.9	1.5	1.2	-1.8	1.9	7.6	0.5	-5.1	-0.3

Three consecutive compounds already listed, for reference:
SMILES	TDP2 absorb	ARFGAP1 inh	ADAM17 inh	PLC-gamma1 inh	Tn7 DDE FP	ADAM10 inh	DDE Tn6 FP inh	PLCb3 inh	SIAE inh	ASAP1 inh
CC1(c2nnc(-c3cccc(Cl)c3)o2)CC(c2c(Cl)cccc2Cl)=NO1 (stereo not given)	-3.3	9.8	2.3	-0.2	-4.4	8.6	-1.6	-3.0	-9.5	3.3
Cc1nn(-c2ccccc2)c(Cl)c1C(=O)Nc1nnc(C2CCCCC2)s1	3.4	2.0	-5.6	-1.3	2.6	4.2	1.6	1.5	-5.4	16.8
OC(c1ccccc1)(c1ccccc1)C1CCN(C(=S)NC2CCCC2)CC1	-3.5	2.4	2.7	-0.6	0.0	11.0	-0.8	1.6	-5.8	3.4
